# HIV peptide binding = inhibitors of HIV fusion peptide binding, primary screen, biochemical, uHTS, fluorescence dequenching (AID 1986); cell-free peptide binding, fluorescence dequenching, 30 min; higher % means a stronger effect; 290,000 tested, 0.3% active; one-dose inhibition, % at 20 µM; IC50 in µM for titrated hits; in the data active means inhibition mostly above about 52%, no sharp cut-off; inactive means mostly below about 76%; further: some results filed as inactive read as strong as hits
# GPR55 antagonists = GPR55 antagonists blocking LPI-driven arrestin recruitment, primary screen, imaging, U2OS, beta-arrestin-GFP, LPI agonist (AID 2013); inhibition, % at 10 µM, or IC50 in µM where a hit was titrated; G-protein coupled receptor 55 (Homo sapiens); U2OS GPR55 beta-arrestin-GFP translocation imaging, LPI antagonism; higher % means a stronger effect; 290,000 tested, 0.13% active;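 active means spots per cell inhibited over 60%, with over 100 cells counted and total cytoplasm intensity under 500,000; inconclusive means wells with under 100 cells, flagged as likely toxic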;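 further: U2OS cells stably carrying GPR55 and arrestin-GFP stimulated by 5 µM LPI near EC80; imaged beta-arrestin-GFP aggregate spots per cell after agonist stimulation; plate controls were LPI-stimulated DMSO wells for no effect and DMSO wells without LPI for full effect; some results filed as inactive read as strong as hits; confirmed hits need IC50 under 10 µM and bright autofluorescent wells are also inconclusive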
# GPR35 antagonists = GPR35 antagonists blocking zaprinast-driven arrestin recruitment, primary screen, imaging, U2OS, beta-arrestin-GFP, zaprinast agonist (AID 2058); G-protein coupled receptor 35 (Homo sapiens); U2OS GPR35 beta-arrestin-GFP translocation imaging, zaprinast antagonism; higher % means a stronger effect; inhibition, % at 10 µM, or IC50 in µM where a hit was titrated; 290,000 tested, 0.052% active;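 active means inhibition of at least 50% with at least 30 cells and total cytoplasm GFP at most 10,000,000; inconclusive means under 30 cells or total GFP of 10,000,000 plus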
# PhoP inhibition = inhibitors of PhoP regulon expression, primary screen, Salmonella Typhimurium, GFP reporter (AID 1863) | inhibition, % at 50 µM; hits with a dose series show IC50 in µM | 300,000 tested, 0.16% active | S. Typhimurium PhoP-regulated promoter GFP reporter, 4 h; higher % means a stronger effect;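 active means inhibition over 29.93%, a cutoff 3 SD above the screen mean, later confirmed by dose response; inconclusive means inhibition over 29.93% but no dose response follow-up; inactive means inhibition at most 29.93% or unconfirmed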;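 further: 0% = low Mg2+ inducing control and 100% = high Mg2+ repressing control; strong numbers were not always called active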
# NTR1 agonist = agonists of NTR1, primary screen, imaging, U2OS cells, beta-arrestin-GFP, high content (AID 493036); NTR1-U2OS beta-arrestin-GFP spot imaging, agonist mode; 330,000 tested, 0.17% active; activation, % at 20 µM;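 active means activation at or above 40% of the spot to cytoplasm intensity ratio, with at least 20 cells analyzed; inconclusive means wells under 20 cells, flagged as cytotoxic or low count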;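 further: 0% = DMSO without peptide and 100% = 100 nM NTR1 peptide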
# Target sequence (P30989 whole entry, looked up): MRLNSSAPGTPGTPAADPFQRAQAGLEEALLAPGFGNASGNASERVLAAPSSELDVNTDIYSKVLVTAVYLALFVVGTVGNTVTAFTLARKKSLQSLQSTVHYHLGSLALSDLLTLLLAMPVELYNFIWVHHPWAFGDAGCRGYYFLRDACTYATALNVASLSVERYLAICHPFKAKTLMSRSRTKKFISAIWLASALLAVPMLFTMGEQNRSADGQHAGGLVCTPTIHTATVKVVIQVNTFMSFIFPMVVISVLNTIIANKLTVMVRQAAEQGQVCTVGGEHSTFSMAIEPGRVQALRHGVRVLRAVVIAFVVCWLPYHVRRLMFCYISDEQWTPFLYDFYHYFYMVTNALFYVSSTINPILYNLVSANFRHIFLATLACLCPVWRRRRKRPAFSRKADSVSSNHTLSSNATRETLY
# LYP phosphatase = inhibitors of LYP phosphatase, biochemical, fluorescence intensity, uHTS (AID 1779). 290,000 tested, 0.054% active. one-dose inhibition, % at 11.5 µM; IC50 in µM for titrated hits. Tyrosine-protein phosphatase non-receptor type 22 (Homo sapiens). recombinant LYP phosphatase, fluorescence intensity; higher % means a stronger effect; in the data active means inhibition above about 50%;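 further: plate controls were vehicle with enzyme for no effect and no enzyme for full effect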
# SIAH1 antagonists = Siah-1 peptide-binding antagonists, primary screen, biochemical, fluorescence polarization, rhodamine-plectin, uHTS (AID 1817). displacement, % at 20 µM, or IC50 in µM where a hit was titrated. 290,000 tested, 0.02% active. Siah-1 / rhodamine-plectin peptide fluorescence polarization; higher % means a stronger effect. E3 ubiquitin-protein ligase SIAH1 (Homo sapiens);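 active means displacement of at least 50% at 20 µM, with a fluorescence ratio check between 0.3 and a set limit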;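 further: plate controls were Siah plus tracer with DMSO for no effect and tracer alone without Siah for full effect; strong numbers were not always called active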
# Myeloid diff 2 = induction of myeloid progenitor differentiation, primary screen, cell-based, flow cytometry, MLPCN library; 360,000 tested, 1% active; AID 624256, 2012; ER-HoxA9 myeloid progenitors, lysozyme-GFP differentiation; calls only at 10 µM;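 active means normalized GFP-positive differentiation at or above the plate's own cutoff, the solvent-only control mean plus 3 SD; inconclusive means no clear call, values can overlap the other calls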;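 further: cells exposed to compound for four days before flow analysis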
# MgcRacGAP inhibition = MgcRacGAP GTPase-activating activity inhibitors, confirmation, biochemical, ADP Hunter fluorescence; Rac GTPase-activating protein 1 (Homo sapiens); MgcRacGAP-stimulated Rac1 GTP hydrolysis, ADP Hunter fluorescence; higher % means a stronger effect; GST-tagged Rac1 F28L mutant substrate; one-dose inhibition, % at 30 µM; IC50 in µM for titrated hits; 340,000 tested, 0.6% active; AID 624330, 2012;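 active means first-screen hits whose inhibition reached a set limit at any dose in the follow-up dose series; inconclusive means inhibition above the set first-screen limit but never retested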;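 further: fluorescence reports GDP produced by GAP-driven GTP hydrolysis; strong numbers were not always called active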
# NTR1 agonist cell count 20 µM = also measured in NTR1 agonist; calls as there; cell count; measured here: cell count, cytotoxicity flag
# Myeloid diff 2 GFP+ MAC1+ % = second read-out of Myeloid diff 2, no call of its own (marks repeat the call); GFP+ MAC1+ double positive, %; measured here: differentiation confirmed by MAC1 staining
# Numbers without * were called inactive; i = inactive; ? = inconclusive; . = not tested or not shown; + = active, no number.
entry	compound	HIV peptide binding	GPR55 antagonists	GPR35 antagonists	PhoP inhibition	NTR1 agonist	NTR1 agonist cell count 20 µM
1	CCc1ccc(NC(=O)CNC(=O)Cn2ccc3ccccc3c2=O)cc1	1.0%	-9%	-4%	-1%	2.7	53
2	CN1CCN(S(=O)(=O)c2ccc(SCCOc3ccccc3)nc2)CC1	2.0%	-1%	-9%	7%	-1.8	77
3	Cc1ccccc1CNC(=O)Cn1cnc(S(=O)(=O)N2CCCC2)c1	-0.2%	8%	5%	-1%	-1.0	79
4	CCn1c(SCC(=O)NC2CCCCC2)nnc1-c1cc2cccc(OC)c2o1	-1.9%	17%	-7%	3%	-0.4	46
5	Cc1cc(C)cc(NC(=O)C(=O)NCCc2c[nH]c3ccccc23)c1	-2.4%	12%	2%	0%	2.3	96
6	CCN1C(=O)[C@@H]2[C@@H](c3ccc(-c4ccc(Cl)c(Cl)c4)c(OC)c3)N3CCCC[C@@]3(C(=O)OC)[C@@H]2C1=O	.	.	.	11%	-1.2	96
7	CC(C)NC(=O)c1ccc2c3n(nc2c1)-c1ccccc1CO3	-0.8%	-2%	4%	-2%	-0.4	53
8	CCOCCOC(=O)C(C)Oc1ccc(Oc2ncc(Cl)cc2Cl)cc1 (configuration not stated)	-0.2%	-2%	6%	-7%	-0.3	81
9	CC1(c2nnc(Cc3ccccc3)o2)CC(c2ccc(C#N)cc2)=NO1 (configuration not stated)	.	.	.	-5%	1.0	74
10	O=C(c1cnn2c(C(F)F)cc(-c3ccccc3)nc12)N1CCCc2ccccc21	-1.2%	12%	-5%	0%	7.5	59
11	COc1ccc(NC(=O)CS(=O)(=O)c2ccc(F)cc2)cc1	-2.4%	3%	10%	7%	0.7	83
12	Oc1ccc(-c2[nH]nc(-c3ccccc3)c2-c2nc3ccccc3[nH]2)cc1	-1.4%	0%	-1%	-4%	3.2	61

entry	LYP phosphatase	SIAH1 antagonists	Myeloid diff 2	Myeloid diff 2 GFP+ MAC1+ %	MgcRacGAP inhibition
1	-10%	12%	i	0.2	4%
2	-5%	4%	i	0.5	5%
3	-8%	0%	i	4.6	-21%
4	5%	6%	i	1.2	-4%
5	2%	8%	i	0.7	3%
6	.	.	i	1.5	4%
7	-5%	-4%	i	1.5	10%
8	-6%	5%	i	2.0	-7%
9	.	.	i	1.3	8%
10	-4%	-2%	i	4.6	8%
11	-8%	2%	i	0.4	5%
12	-4%	2%	i	0.7	8%

# Continuation.
entry	compound	HIV peptide binding	GPR55 antagonists	GPR35 antagonists	PhoP inhibition	NTR1 agonist	NTR1 agonist cell count 20 µM
13	COC(=O)CNC(=O)COC(=O)Cc1ccc(Cl)cc1	-0.7%	10%	3%	-2%	0.3	45
14	C[C@H]1CN=C(Nc2ccccc2)N1CC1CCCCC1	-0.4%	13%	10%	-4%	4.8	85
15	CCOC(=O)C1=C(N)Oc2cc(O)ccc2C1c1cccc(Cl)c1 (configuration not stated)	0.4%	6%	14%	18%	6.1	63
16	NC(=O)c1ccc(N2CCN(S(=O)(=O)c3ccccc3)CC2)c([N+](=O)[O-])c1	-0.3%	11%	14%	-8%	-0.1	73
17	CC1(C)CCc2cc(-c3ccnc(=S)[nH]3)ccc2O1	-2.0%	6%	-3%	-3%	-0.8	46
18	O=C(Nc1ccc(-c2nnc(-c3ccccc3)o2)cc1)C1CCCO1 (configuration not stated)	0.0%	-12%	-5%	4%	2.3	76
19	C/C(=N\NC(=O)c1nnn(-c2nonc2N)c1CN(C)c1ccccc1)c1ccccc1O	5.9%	-9%	-8%	8%	15	71
20	COc1cc(/C=N/OCC(=O)NC2CCCCC2)ccc1OCc1ccccc1	-1.5%	6%	-5%	-9%	4.6	58
21	O=C(Nc1nc2ccccc2n1CCN1CCOCC1)c1cn(-c2ccccc2)nc1-c1ccccc1	-2.1%	12%	6%	-5%	1.5	49
22	NC(=O)c1c(NC(=O)c2cnccn2)sc2c1CCCC2	1.7%	-4%	-16%	-14%	0.6	48
23	O=S(Cc1ccccc1)CC(O)(c1ccc(Cl)cc1)c1ccc(Cl)cc1 (configuration not stated)	0.0%	3%	0%	-9%	9.9	86
24	CCOc1ccccc1C(=O)Nc1ccc(S(=O)(=O)Nc2cc(OC)nc(OC)n2)cc1	5.3%	0%	-3%	-2%	1.0	68

entry	LYP phosphatase	SIAH1 antagonists	Myeloid diff 2	Myeloid diff 2 GFP+ MAC1+ %	MgcRacGAP inhibition
13	-2%	7%	i	0.6	4%
14	-13%	10%	i	0.6	7%
15	-10%	-5%	i	0.7	4%
16	2%	-3%	i	0.0	10%
17	7%	-2%	i	0.1	18%
18	-2%	4%	i	8.2	2%
19	-2%	-2%	?	.	3%
20	3%	1%	i	1.3	7%
21	3%	-5%	i	0.4	13%
22	-3%	4%	i	0.0	2%
23	0%	-3%	i	1.3	1%
24	-2%	2%	i	0.3	8%

# Next part:
entry	compound	HIV peptide binding	GPR55 antagonists	GPR35 antagonists	PhoP inhibition	NTR1 agonist	NTR1 agonist cell count 20 µM
25	O=C(c1ccc(Cl)cc1)C1CCCN(Cc2cnn(-c3ccccc3)c2)C1 (configuration not stated)	2.5%	-2%	-15%	0%	0.4	57
26	O=C(N/N=C/c1ccccc1C(F)(F)F)c1ccc(O)cc1	-1.6%	-6%	-6%	-3%	-0.7	28
27	Cc1cc2c(c(=O)n1C)C(Cc1ccccc1)C(C#N)=C(N)O2 (configuration not stated)	4.5%	7%	4%	26%	-1.7	111
28	O=C(CNC(=O)c1ccc2c(c1)OCO2)N/N=C(Br)/C=C/c1ccccc1	-2.7%	0%	3%	-6%	-1.9	46
29	CC1CCCCC1NC(=O)c1cccc(NC2=NC3CS(=O)(=O)CC3S2)c1 (configuration not stated)	0.1%	0%	-8%	.	0.5	51
30	CN(C)CCOC(=O)C1(c2ccccc2)CCCC1	2.4%	-14%	0%	11%	0.7	61
31	CC1CN(C(=O)c2cc3c(=O)n4ccccc4nc3s2)CC(C)O1 (configuration not stated)	1.5%	-6%	1%	-4%	2.1	57
32	COc1cc(C2C(C#N)=C(N)Oc3cc(O)ccc32)cc2c1OCO2 (configuration not stated)	-0.4%	-4%	-8%	6%	3.6	58
33	COc1ccc(S(=O)(=O)N2CCCCCC2)cc1C(=O)Nc1cccc(C)n1	0.2%	-4%	-4%	5%	0.6	69
34	COc1cccc(C2C3=C(CC(C)(C)CC3=O)Nc3cc(OC)c(OC)cc32)c1 (configuration not stated)	-1.9%	-2%	-7%	-9%	0.9	58
35	COc1cc(N)ccc1NC(=O)c1cc2ccccc2o1	-1.0%	-4%	1%	1%	0.6	72
36	CCOC(=O)c1c(NC(=O)C(=O)N/N=C/c2ccc(O)c(OC)c2)sc2c1CCCCC2	5.1%	9%	.	-9%	18	67

entry	LYP phosphatase	SIAH1 antagonists	Myeloid diff 2	Myeloid diff 2 GFP+ MAC1+ %	MgcRacGAP inhibition
25	-6%	-5%	i	0.7	2%
26	-4%	-2%	i	0.9	6%
27	1%	3%	i	0.5	4%
28	-1%	-7%	+	2.3*	6%
29	-12%	-2%	i	2.4	10%
30	-6%	-1%	.	.	8%
31	-10%	2%	i	2.8	7%
32	4%	-1%	i	3.0	28%
33	-4%	-2%	i	1.0	4%
34	-9%	-6%	i	0.6	23%
35	-6%	0%	i	1.0	32%
36	10%	1%	i	0.5	3%

# Structures shown so far that contain a furan ring, fused or not:
entry	compound	HIV peptide binding	GPR55 antagonists	GPR35 antagonists	PhoP inhibition	NTR1 agonist	NTR1 agonist cell count 20 µM
4	CCn1c(SCC(=O)NC2CCCCC2)nnc1-c1cc2cccc(OC)c2o1	-1.9%	17%	-7%	3%	-0.4	46
35	COc1cc(N)ccc1NC(=O)c1cc2ccccc2o1	-1.0%	-4%	1%	1%	0.6	72

entry	LYP phosphatase	SIAH1 antagonists	Myeloid diff 2	Myeloid diff 2 GFP+ MAC1+ %	MgcRacGAP inhibition
4	5%	6%	i	1.2	-4%
35	-6%	0%	i	1.0	32%

# Next section
entry	compound	HIV peptide binding	GPR55 antagonists	GPR35 antagonists	PhoP inhibition	NTR1 agonist	NTR1 agonist cell count 20 µM
37	Cc1cc(C)n(-c2nc(SCCN(C)C)c3c4c(sc3n2)CCCC4)n1	-0.3%	26%	-1%	-3%	33	59
38	Brc1ccc(-c2csc(N/N=C/c3ccco3)n2)cc1	9.6%	-1%	-6%	3%	2.9	47
39	CCCNc1nc2ccccc2c(=O)[nH]1	-0.2%	2%	4%	-3%	-0.5	51
40	Cc1ccc(-c2cc(-c3ccccc3O)nc(N/N=C/c3cccnc3)n2)cc1	-0.1%	35%	-6%	-6%	8.7	46
41	CC(C)N1CCC(N2CCN(C3CCCC3)CC2CCO)CC1 (configuration not stated)	1.5%	1%	0%	7%	-0.1	50
42	CCOc1ccccc1N1CCN(C(=O)NC(C)c2ccc(F)c(F)c2)CC1 (configuration not stated)	1.1%	3%	-12%	0%	2.9	52
43	Cc1ccc(S(=O)(=O)N2CCC(C)CC2)c([N+](=O)[O-])c1	0.4%	-1%	4%	-4%	-0.1	21
44	NC(=O)c1nsc(C(=O)N(c2ccc3c(c2)OCO3)C(C(=O)NCC2CCCO2)c2ccc(F)cc2)c1N (configuration not stated)	-0.9%	2%	-6%	-5%	-2.8	41

entry	LYP phosphatase	SIAH1 antagonists	Myeloid diff 2	Myeloid diff 2 GFP+ MAC1+ %	MgcRacGAP inhibition
37	-9%	0%	i	0.8	19%
38	0%	0%	i	0.1	7%
39	-3%	3%	i	0.5	4%
40	0%	3%	i	2.2	6%
41	-1%	-5%	i	0.1	-4%
42	-8%	-5%	i	0.4	7%
43	-8%	8%	i	0.2	.
44	-5%	3%	i	0.7	8%

# High-throughput results: PubChem BioAssay, several laboratories
